Assay outcomes (PubChem BioAssay)
DT40 TDP1 no CPT – qHTS for Inhibitors of human tyrosyl-DNA phosphodiesterase 1 (TDP1): qHTS in cells in absence of CPT; DT40 Tdp1-/- hTDP1 cells, no CPT, ATP luminescence, 48 h; Potency, µM (series often up to 46.2 µM), without a hit: top-dose activity change, negative = growth inhibition, hits mostly inhibitors; actives 15% (n = 420,000); AID 686978, 2013; note: nearly all actives have a fitted effect of over 55% in size
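Readout: luminescence from CellTiter-Glo after 30 min in the dark at RT. Cells: DT40 Tdp1-/- with stable hTDP1, 400/well. Exposure: compounds alone, ≥48 hr, 37 °C.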
TDP1 inh – blocks human tyrosyl-DNA phosphodiesterase 1; actives 0.28% (n = 350,000); recombinant TDP1, AlphaScreen DNA substrate cleavage; Potency, µM (series often up to 130 µM), without a hit: at the highest dose activity change, negative = inhibition, usual class: inhibitors; Q9NUW8; note: nearly all actives have a fitted effect of over 40% in size
Target sequence (Q9NUW8 whole entry, looked up): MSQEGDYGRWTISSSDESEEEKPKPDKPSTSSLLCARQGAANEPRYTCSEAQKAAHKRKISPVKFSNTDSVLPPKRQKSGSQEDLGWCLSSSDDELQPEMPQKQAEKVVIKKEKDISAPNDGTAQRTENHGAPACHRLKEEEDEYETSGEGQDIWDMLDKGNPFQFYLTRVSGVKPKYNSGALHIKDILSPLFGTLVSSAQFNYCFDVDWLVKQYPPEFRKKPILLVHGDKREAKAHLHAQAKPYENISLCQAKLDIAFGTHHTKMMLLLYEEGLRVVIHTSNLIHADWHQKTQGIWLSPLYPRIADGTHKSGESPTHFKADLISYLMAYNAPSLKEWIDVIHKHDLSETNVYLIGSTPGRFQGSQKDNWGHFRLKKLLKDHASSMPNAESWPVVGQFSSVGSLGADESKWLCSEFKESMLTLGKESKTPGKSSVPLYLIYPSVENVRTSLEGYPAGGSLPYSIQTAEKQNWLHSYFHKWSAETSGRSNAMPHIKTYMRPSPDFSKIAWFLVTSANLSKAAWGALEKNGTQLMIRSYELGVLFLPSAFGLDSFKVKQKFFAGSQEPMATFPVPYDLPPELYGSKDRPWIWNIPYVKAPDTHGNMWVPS
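Steps: enzyme plus compound, 15 min RT; add biotin/phosphotyrosine-FITC oligonucleotide (15 nM final), react 5 min; add donor/acceptor beads (10 ug/ml final), 10 min; read AlphaScreen. Tdp1 at 1 nM final.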
N370S GC mod – inhibits or activates N370S mutant glucocerebrosidase; actives 0.092% (n = 330,000); Potency, µM (series often up to 59.4 µM), without a hit: at the highest dose activity change, negative = inhibition, most hits filed as inhibitors; AID 2101; N370S GC spleen homogenate, 4MU-glucoside fluorescence;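 note: 0% = full enzyme activity and -100% = no enzyme basal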
* hit, by the source's call; ? = inconclusive; nt = no result given; & = joins results of further samples; [ ] = dose if it differs, or a comment. Calls come from the whole dose curve; as a rule, active = well fitted curve in the direction sought with a large enough effect; inconclusive = small, poorly fitted or top-dose-only effect, or another doubt; inactive = no such curve, though single readings can be large; an effect the other way counts as inactive or inconclusive. Unless noted, % is set by controls: 0 for no effect and ±100 for the full control effect; potency is the fitted concentration of half-maximal effect.

1: Nc1ccc(C(=O)N/N=C/c2cn(Cc3ccccc3F)c3ccccc23)cc1
2: O=C(Cn1ccc2ccccc21)Nc1ccc2c(c1)OCO2
3: O=C(Nc1cccnc1)c1cccc(S(=O)(=O)N2CCCCC2)c1
4: COc1cc(C(=O)OCC(=O)NC(N)=O)cc(CN2C(=O)c3ccccc3C2=O)c1OC
5: COc1ccc(CC(=O)OCN2C(=O)c3ccccc3C2=O)cc1
6: O=c1oc(-c2ccco2)nc2sc3c(c12)CCCC3
screen / no. | 1 | 2 | 3 | 4 | 5 | 6
DT40 TDP1 no CPT | ? | -29% | -26% | -17% | -9% | -9%
TDP1 inh | 5%[56.1 µM] | 4% | 8% | nt | 2% | -3%
N370S GC mod | 1% | -3% | 2% | -21% | 9% | 6%

7: CC(C)c1cc(C(=O)O)on1
8: O=C(CCSc1nc(-c2ccco2)cc(C(F)(F)F)n1)NCc1cccs1
9: CN(C(=O)CSc1cn(CC(=O)N2CCCCCC2)c2ccccc12)c1ccccc1
10: C#CCOCCOCCOCCNc1nc(N2CCN(C(=O)CCCCCCCCCCNC(=O)[C@H]([C@@H](C)CC)n3cc(CCCCCN)nn3)CC2)nc(N2CCN(C(=O)CCCCCCCCCCNC(=O)[C@@H]([C@H](C)CC)n3cc(CCCCCN)nn3)CC2)n1
11: COc1ccc(-c2csc(NC(=O)/C(N=Nc3ccccc3)=C(\C)O)n2)cc1
12: O=C(NC(c1ccccc1)c1ccccc1)c1ccc(CO)cc1
screen / no. | 7 | 8 | 9 | 10 | 11 | 12
DT40 TDP1 no CPT | 8% | ? | 18µM* | nt | nt | -8%
TDP1 inh | -2% | -1% | -5% | 11% | 7% | 8%
N370S GC mod | 0% | 27% | nt | 18µM* | -8% | -12%

13: O=C(/C=C/c1ccccc1)Nc1cccnc1
14: O=C1CCCc2nc3nc4ccccc4n3cc21
15: O=C(O)c1ccccc1C(=O)NCC(O)COCC1CC=CCC1 (stereo not given)
16: Cc1nc2ccc(NS(=O)(=O)c3ccc(C)c(C)c3)cc2s1
17: CCc1nnc(SCC(=O)Nc2ccc3ccccc3c2)n1N
18: C[C@@H]1[C@H]2[C@@H]3CC[C@@H](C3)[C@H]2CN[C@H]1c1cn(Cc2ccccc2)c2ccccc12
screen / no. | 13 | 14 | 15 | 16 | 17 | 18
DT40 TDP1 no CPT | -22% | nt | -30% | 10µM* | -9% | ?
TDP1 inh | nt | 2% | 2% | 4% | 0% | 2%[56.1 µM]
N370S GC mod | -9% | 11% | -10% | 4% | nt | nt

Structures above containing fluorine (two):
1: Nc1ccc(C(=O)N/N=C/c2cn(Cc3ccccc3F)c3ccccc23)cc1
8: O=C(CCSc1nc(-c2ccco2)cc(C(F)(F)F)n1)NCc1cccs1
screen / no. | 1 | 8
DT40 TDP1 no CPT | ? | ?
TDP1 inh | 5%[56.1 µM] | -1%
N370S GC mod | 1% | 27%

(cont.)
19: O=C(CCCOc1ccccc1)Nc1cccc(S(=O)(=O)N2CCCCC2)c1
20: Cc1nn(-c2ccccc2)c(C)c1NC(=O)COC(=O)Cc1cccc(C(F)(F)F)c1
21: O=C(CS(=O)c1ccc(F)cc1)N1CCOCC1 (stereo not given)
22: N=C(N)c1ccc2cc(OC(=O)c3ccc(N=C(N)N)cc3)ccc2c1
23: CCN1CCN(CCCN(Cc2ccco2)C(=S)Nc2ccccc2Cl)CC1
24: CC1CC2(C)Oc3ccccc3CC2C(C)C1CNCCCN(C)C (stereo not given)
screen / no. | 19 | 20 | 21 | 22 | 23 | 24
DT40 TDP1 no CPT | ? | 2% | 5% | -12%&-24% | -6% | 1.2µM*
TDP1 inh | -2% | nt | nt | -4%&12% | 3% | 3%
N370S GC mod | nt | 0% | -7% | -2% | 9% | -9%

25: COc1ccc(/C=N/Nc2ccc(C(=O)O)cc2)cc1OC
26: CC(C)CCOC(=O)C1[C@H]2C(=O)N(Cc3cccs3)C[C@]23C=C[C@H]1O3 (stereo not given in full)
27: COc1cc(C(=O)Nc2cccc(S(=O)(=O)N3CCCC3)c2)c([N+](=O)[O-])cc1OC
28: CCN(C(=O)CSc1nc2ccccc2[nH]1)c1ccccc1
29: COc1ccc(NC(=O)N2CCC(C(=O)c3ccc4c(c3)OCCO4)CC2)cc1
30: CC(=O)NC1CC2CCCC(C1)N2S(=O)(=O)c1ccccc1 (stereo not given)
screen / no. | 25 | 26 | 27 | 28 | 29 | 30
DT40 TDP1 no CPT | -7% | -24% | ? | -9% | ? | -13%
TDP1 inh | nt | 4% | 7% | 4% | 8% | 0%
N370S GC mod | -13% | 5% | -3% | nt | -17% | 2%

31: COc1cc2ccccc2cc1C(=O)Nc1cccc(-c2nc3cc(C)ccc3o2)c1C
32: CCC(=O)N1CCc2cc(S(=O)(=O)NC(C(=O)NCCc3ccccc3)C(C)C)ccc21 (stereo not given)
33: Cc1csc(SCC(=O)NC2CCCC2)n1
34: CCOC(=O)N1CCN(C2CCCN(C(=O)c3ccccc3SC)C2)CC1 (stereo not given)
35: CN(C)/C=N/c1cc(=O)[nH]c(=O)n1Cc1ccccc1
36: CC(=O)NC(=S)Nc1ccc(NC(=S)NC(=O)/C=C/c2ccco2)cc1
screen / no. | 31 | 32 | 33 | 34 | 35 | 36
DT40 TDP1 no CPT | -15% | ? | -2% | 22% | 21% | ?
TDP1 inh | -6%[12.3 µM] | 5% | 2% | 6% | 3%&-1% | nt
N370S GC mod | nt | nt | nt | -3% | -10%&16% | -7%

37: S=C(NCCCN1CCOCC1)Nc1cccc(-c2nnc3n2CCCCC3)c1
38: COc1ccccc1NC(=O)c1cnc2n(c1=O)CCS2
39: Cc1ccc(S(=O)(=O)NCC2CCC(C(=O)N(C)Cc3ccccc3)CC2)cc1 (stereo not given)
40: O=C(CSc1nc(-c2ccccc2)c(-c2ccccc2)[nH]1)NCC1CCCO1 (stereo not given)
41: CCn1c(SCC(=O)NCC2CCCO2)nnc1-c1c[nH]c2ccccc12 (stereo not given)
42: NC(=O)C(=O)NN=C1CCC(c2ccccc2)CC1 (stereo not given)
screen / no. | 37 | 38 | 39 | 40 | 41 | 42
DT40 TDP1 no CPT | -1% | -14% | ? | 12% | ? | 2%
TDP1 inh | -1% | 3% | 1% | 10% | 0% | 4%
N370S GC mod | 9% | 19% | nt | 1% | 7% | 21%

43: Cc1cc(C)nc(NC(=O)NS(=O)(=O)N2CCCCCC2)n1
44: Cc1ccc(S(=O)(=O)c2nc(S(=O)(=O)c3ccc(C)cc3)c(NCc3ccco3)s2)cc1
45: O=C(c1ccc(CN2CCOCC2)cc1)N1CCN(c2ccccc2)CC1
46: CCCNC(=O)CCC(=O)N1Cc2ccccc2Oc2ncccc21
47: Cc1ccc(S(=O)(=O)N(C)C)cc1NC(=O)COC(=O)c1c(C)noc1C
48: COc1ccc(C(=O)NCCn2cc(SCc3c(F)cccc3Cl)c3ccccc32)cc1
screen / no. | 43 | 44 | 45 | 46 | 47 | 48
DT40 TDP1 no CPT | -8% | -10% | -9% | -5% | -6% | ?
TDP1 inh | -2% | 4% | 0% | 3% | 8% | 7%
N370S GC mod | ? | -7% | -2% | nt | -4% | nt

3 structures already listed, ordered by heavy-atom count, highest first:
44: Cc1ccc(S(=O)(=O)c2nc(S(=O)(=O)c3ccc(C)cc3)c(NCc3ccco3)s2)cc1
46: CCCNC(=O)CCC(=O)N1Cc2ccccc2Oc2ncccc21
43: Cc1cc(C)nc(NC(=O)NS(=O)(=O)N2CCCCCC2)n1
screen / no. | 44 | 46 | 43
DT40 TDP1 no CPT | -10% | -5% | -8%
TDP1 inh | 4% | 3% | -2%
N370S GC mod | -7% | nt | ?

More results
49: Cn1cccc1C(=O)NC1CCCCC1
50: CC(=O)Cc1nsc(NC(=O)c2csc3c2CCCC3)n1
51: C=CCOc1c(Br)cc(CNCCCN2CCOCC2)cc1OC
52: COC(=O)c1cc(NC(=O)Cn2ncc3c2-c2ccccc2OC3)cc(C(=O)OC)c1
53: CCc1nnc(NC(=O)Cc2ccc(OC)cc2)s1
54: Cc1ccccc1OC(=O)c1snnc1C
screen / no. | 49 | 50 | 51 | 52 | 53 | 54
DT40 TDP1 no CPT | -11% | -19% | ? | -26% | -4% | 0%
TDP1 inh | nt | 9% | 5% | 1% | -2% | -4%
N370S GC mod | -16% | 7% | -23% | nt | 4% | nt

55: CC1CC(=O)NN1C(=O)c1ccccc1 (stereo not given)
56: CO/N=C/CC(=O)Nc1ccc(F)cc1F
57: c1ccc(-c2cnc(SCCN3CCOCC3)n2CC2CCCO2)cc1 (stereo not given)
58: O=C(NCc1ccccc1)c1cc(-c2ccncc2)nc2ccc(S(=O)(=O)N3CCOCC3)cc12
59: COc1cc(NS(=O)(=O)c2cccc3nsnc23)cc(OC)c1
60: COC(=O)CCC(=O)OC
screen / no. | 55 | 56 | 57 | 58 | 59 | 60
DT40 TDP1 no CPT | -19% | 4% | -29% | ? | ? | -10%
TDP1 inh | -2% | 3% | -8% | 5% | 5% | 1%&3%
N370S GC mod | 3% | 5% | -8% | -1% | 13% | -2%

61: Cc1ccc2nc(-c3cccc(N)c3)[nH]c2c1
62: CC(=O)c1cccc(N/C=C\C(=O)c2ccc(C)cc2)c1
63: FC(F)(F)c1ccc(NCc2ccccn2)nc1
64: COCCCNC(=S)N1CCN(S(C)(=O)=O)CC1
65: Cc1cc(Cl)c(S(=O)(=O)N2CCN(c3cccc(C)c3C)CC2)cc1OCC(N)=O
66: Cc1ccnc(NS(=O)(=O)c2ccc(NC(=O)c3cc(=O)c4ccccc4o3)cc2)n1
screen / no. | 61 | 62 | 63 | 64 | 65 | 66
DT40 TDP1 no CPT | ? | ? | -1% | 10% | -12% | -8%
TDP1 inh | -1%[56.1 µM] | 5% | nt | 3% | 7% | 4%
N370S GC mod | -23% | 2% | -2% | -13% | -6% | -3%

67: CCN(C(=O)Cn1cnc2cc([N+](=O)[O-])ccc2c1=O)C1CCS(=O)(=O)C1 (stereo not given)
68: CCOc1ccc(C(=O)NC2CC(=O)N(c3ccc(C)cc3)C2)cc1OCC (stereo not given)
69: CCOCC(O)CS(=O)(=O)c1ccccn1 (stereo not given)
70: COc1ccc(C(=O)/C=C/Nc2c(C)n(C)n(-c3ccccc3)c2=O)cc1OC
71: O=S(=O)(c1ccc(F)cc1)N1CCN(c2ccc(F)cc2)CC1
72: O=C(O)/C(=C\c1cn(-c2ccccc2)nc1-c1ccc(Cl)cc1)NC(=O)c1ccccc1
screen / no. | 67 | 68 | 69 | 70 | 71 | 72
DT40 TDP1 no CPT | 0% | ? | -1% | 16µM* | -8% | 13%
TDP1 inh | -2% | 3% | 3% | 5% | 4% | nt
N370S GC mod | -11% | nt | -1% | 3% | 0% | 13%

73: COc1cccc2c1Oc1ncccc1N(C(=O)CCC(=O)NCc1ccc(N(C)C)cc1)C2
74: O=C(c1ccco1)N1CCn2c1nc1ccccc12
75: CC(C)C1Oc2ccccc2C(=O)N(CC(=O)c2ccc3c(c2)OCCO3)C1=O (stereo not given)
76: Cc1noc(C)c1S(=O)(=O)N1CCc2nc(-c3ccccc3)c3c(c2C1)CO[C@@H](C)C3
77: CCCn1c(=N)n(CCOc2ccc(OC)cc2)c2ccccc21
78: Cn1ncc(Cl)c1C(=O)NCc1cc(C(C)(C)C)n[nH]1
screen / no. | 73 | 74 | 75 | 76 | 77 | 78
DT40 TDP1 no CPT | -18% | -13% | ? | nt | 18µM* | 18µM*
TDP1 inh | -7% | 0% | 0% | 11%[12.3 µM] | 0% | 2%
N370S GC mod | nt | 1% | 3% | 1%[12.8 µM] | -18% | -10%

79: NC(=O)NCC(N)C(=O)O (stereo not given)
80: O=C(CSc1nnc(-c2ccco2)n1-c1ccccc1)NCCc1ccccc1
81: Nc1c(C(=O)NCc2ccccc2)sc2nc(N3CCOCC3)c3c(c12)CCCC3
82: CCN1C(=O)[C@H]2[C@@H](c3ccc(-c4ccc(Cl)c(Cl)c4)cc3)N[C@@](CC(C)C)(C(=O)OC)[C@H]2C1=O
83: COc1cccc(C(=O)c2cn(CC(=O)Nc3cccc(Cl)c3C)c3nc(C)ccc3c2=O)c1
84: O=C(O)c1ccc(S(=O)(=O)/N=C2\C=C(Nc3ccccc3F)C(=O)c3ccccc32)cc1
screen / no. | 79 | 80 | 81 | 82 | 83 | 84
DT40 TDP1 no CPT | -5% | -16% | 21µM* | ? | -18% | -86%
TDP1 inh | 7%[56.1 µM] | 2% | 7% | -3% | 8% | 12%
N370S GC mod | 17% | -4%[2.35 µM] | 19% | -15% | nt | -5%

85: O=C(c1ccccc1)n1nc(-c2ccco2)nc1NCc1ccccc1Cl
86: CCOc1ccc(N(CC(=O)Nc2ccc(C)c(F)c2)C2=NC3CS(=O)(=O)CC3S2)cc1 (stereo not given)
87: C#CCOc1ccc2ccccc2c1/C=C(/C#N)c1ccc(C(=O)O)cc1
88: CCOC(=O)N1CCN(C(=O)c2ccc3c(c2)sc2nc(-c4ccc(OC)cc4)cn23)CC1
screen / no. | 85 | 86 | 87 | 88
DT40 TDP1 no CPT | -6% | 5% | -13% | 23µM*
TDP1 inh | 6% | 1% | nt | 3%
N370S GC mod | nt | -7% | -2% | -2%

Only part of the results is shown; rates above refer to the full screens.
